# Screening data as filed in PubChem BioAssay.
# CHT block – inhibits the human high affinity choline transporter | AID 488975 | 0.86% of 310,000 active | CHT-expressing cells, membrane potential dye, choline response; active compounds read low | B-score at 10 µM | Q9GZV3;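 active = B-score over 3 SD under the library average, and starting fluorescence ratio not unusually high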;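 also: choline stimulus applied at its EC90 after an EC20 pre-addition; B-score computed on integrated fluorescence ratio after choline addition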
# Target sequence (Q9GZV3 whole entry, looked up): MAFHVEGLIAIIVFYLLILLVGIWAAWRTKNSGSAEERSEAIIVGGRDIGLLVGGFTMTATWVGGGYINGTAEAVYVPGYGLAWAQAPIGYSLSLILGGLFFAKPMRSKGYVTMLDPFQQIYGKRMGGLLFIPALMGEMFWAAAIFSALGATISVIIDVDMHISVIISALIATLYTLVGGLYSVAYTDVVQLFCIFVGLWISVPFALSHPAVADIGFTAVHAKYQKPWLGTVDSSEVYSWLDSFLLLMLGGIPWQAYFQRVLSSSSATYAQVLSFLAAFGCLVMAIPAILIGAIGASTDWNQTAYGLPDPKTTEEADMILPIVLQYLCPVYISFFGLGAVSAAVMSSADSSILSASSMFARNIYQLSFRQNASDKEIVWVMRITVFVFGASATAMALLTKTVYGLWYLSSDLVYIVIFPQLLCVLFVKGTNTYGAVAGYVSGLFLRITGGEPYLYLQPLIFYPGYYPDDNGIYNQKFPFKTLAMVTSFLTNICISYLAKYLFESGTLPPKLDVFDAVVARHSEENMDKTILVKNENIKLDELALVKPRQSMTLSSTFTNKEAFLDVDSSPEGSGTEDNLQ
# KCNQ2 inh – KCNQ2 potassium channel inhibitors, primary screen, cell-based, CHO-K1, FluxOR thallium flux, B-score (AID 2156); 20 min; active compounds read low; 1.1% of 310,000 active; B-score at 10 µM;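 active = fluorescence ratio B-score at most minus 3 library SDs, with starting brightness B-score within 2 library SDs, cut at about -5.5 in these data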
# Active calls of the source: *; i = inactive; x = not tested or not shown.
CHT block | KCNQ2 inh | SMILES
i | i | NC(=O)CC(NC(=O)c1cccc(Br)c1)c1ccc(N2CCN(c3ccc(F)cc3)CC2)c([N+](=O)[O-])c1 (stereo unspecified)
i | i | O=C(Oc1ccc[nH]c1=O)c1cc([N+](=O)[O-])cc([N+](=O)[O-])c1
i | i | COc1ccc(NC(=O)/C=C/c2ccc(Br)o2)cn1
i | i | COc1cccc(NC(=O)Cn2nnc(C(=O)Nc3cc(Cl)ccc3OC)c2N)c1
i | i | Nn1c(Cc2cccc3ccccc23)nnc1SC1CCOC1=O (stereo unspecified)
i | i | COc1c2c(nc3occc13)C(CC=C(C)C)(OC)C(OC(C)=O)CC2 (stereo unspecified)
i | i | NCCCn1c(C(=O)c2cc(Cl)c(N)c(Cl)c2)c2ccccc2[n+]1[O-]
i | i | O=C(Nc1ncccc1O)c1cccc(S(=O)(=O)N2CCc3ccccc32)c1
i | i | Cc1cc(N2CCN(c3ccccc3)CC2)n2ncnc2n1
i | i | O=C1c2ccccc2C(=O)N1OS(=O)(=O)c1ccccc1
i | x | Oc1cccc(O)c1O
i | i | COc1ccc(-c2noc(CCC(=O)NCC3CCCO3)n2)cc1OC (stereo unspecified)
i | i | COc1ccc(OC)c(/C=N/n2c(C)nc3ccccc3c2=O)c1
i | i | Cc1ccc(C)c(N(C(=O)c2nsc(Cl)c2Cl)C(C(=O)NC2CCCC2)c2ccc(O)cc2)c1 (stereo unspecified)
i | i | Cc1cccc(C(=O)NN2C(=O)C3C(c4ccccc4)C=CC(c4ccccc4)C3C2=O)c1 (stereo unspecified)
i | i | COCCCNC(=S)NNC(=O)c1csc2ccccc12
i | i | COc1ccc(CN2CCN(Cc3cccc(F)c3)CC2)cc1OC
i | i | COc1ccc(C(=O)NC2CCCCCC2)cc1S(=O)(=O)N1CCCc2ccccc21
i | i | CCN(CC)C(=O)c1sc(NC(=O)c2ccc3c(c2)OCO3)c(C#N)c1C
i | i | CCNC(=S)Nc1nc2c(cc1C(=O)OCC)CCCC2
i | i | O=C(O)c1ccccc1-c1nc2ccccc2c(=O)[nH]1
i | x | O=C(CCC1COc2ccccc2O1)Nc1ccc(Cl)cn1 (stereo unspecified)
i | i | CCCCCCCCC(=O)N/N=C/c1cccc(Br)c1
i | i | CS(=O)(=O)N(Cc1ccc(C(=O)Nc2ccccc2Sc2ccccc2)cc1)c1ccccc1
i | i | CCCCCOC(=O)CSc1nc2c(c(=O)[nH]c(=O)n2C)n1CCc1ccccc1
i | i | O=C1[C@@H]2Cc3c([nH]c4ccccc34)C(c3cccc([N+](=O)[O-])c3)N2C(=O)CN1C1CCN(Cc2ccccc2)CC1 (stereo partly specified)
i | i | COC(=O)c1cc(-c2ccc(S(=O)(=O)N3CCCC(C)C3)cc2)c(C(F)(F)F)s1 (stereo unspecified)
i | i | O=C(O)c1c(C(=O)O)c(-c2ccc(Br)cc2)n2c1CSC2
i | i | CC[N+]1=CN(c2ccccc2)C(C)=CC1(C)C
i | i | O=C(CCCN1C(=O)/C(=C/c2ccco2)SC1=S)Nc1ccccc1
i | i | CCCCSCCCNC(=O)c1cn(CC)c2ccc(S(=O)(=O)N3CCOCC3)cc2c1=O
i | i | Cc1ccc(-c2nnc(CSc3nnc(COc4ccccc4)n3-c3ccccc3)o2)cc1
i | i | Cc1ccc(/C(N)=N/OC(=O)COc2ccc(Cl)c(C)c2)cc1
i | i | O=Cc1ccc(Oc2nc(Cl)ncc2F)cc1
i | i | COc1ccccc1CNC(=O)C(NC(=O)c1ccccc1)C(C)C (stereo unspecified)
i | i | CCOC(=O)C1(CCCc2ccccc2)CCN(C(=O)c2cnn(CC)c2)CC1
i | i | c1ccc(-n2nnc(-c3cccnc3)n2)cc1
i | i | CC(C)COc1ccc(C(=O)OCCN2CCOCC2)c(O)c1
i | i | O=C(COC(=O)CSc1ccc([N+](=O)[O-])cc1)NCc1ccco1
i | i | O=C(NCc1ccccc1)c1cc2ccccc2o1
i | i | Cc1ccc(NC(=O)Cc2nnc(SCC(=O)Nc3ccc(N4CCOCC4)cc3)n2C)cc1
i | i | CC(=O)CSc1nnc2cc(C)c3ccccc3n12
i | i | O=C(Nc1ccccc1)C(O)C(O)C(=O)Nc1ccccc1 (stereo unspecified)
i | i | CC(C)NC(=O)CCCOc1ccc(Cl)cc1Cl
i | i | CC1CC1C(=O)Nc1nc(-c2ccccc2)cs1 (stereo unspecified)
i | i | CN1CCN(Cc2nc3c(c(=O)[nH]c(=O)n3C)n2CCc2ccccc2)CC1
i | i | CCN1CCN(C(c2cccs2)C(C)NC(=O)c2c(F)cccc2F)CC1 (stereo unspecified)
i | i | COc1ccccc1CNC(=O)CCCc1nnc2n(C)c(=O)c3sccc3n12
i | i | Cc1ccc2c(c1)N(C(=O)CCC(=O)N1CCN(c3ccccn3)CC1)CC(C)O2 (stereo unspecified)
i | i | CS(=O)(=O)Oc1ccc2c(c1)O/C(=C\c1cccc([N+](=O)[O-])c1)C2=O
i | i | Cn1ccnc1C(O)c1cccc(OCc2ccccc2)c1 (stereo unspecified)
i | i | COc1ccccc1NC(=O)CSc1nnc(Cc2cccn2C)n1CCc1ccccc1
i | i | COc1ccccc1CNS(=O)(=O)c1ccc(S(=O)(=O)NC2CC2)cc1
i | i | CCN(C(=S)Nc1cccnc1)c1cccc2ccccc12
i | i | Cc1cccc(C)c1N1CCN(S(=O)(=O)N(C)C)CC1
i | i | COc1ccc(N(CC(=O)NCc2ccco2)C(=O)CNS(=O)(=O)c2ccc(Cl)cc2)cc1
i | i | CN(CC(=O)Nc1ccc(N2CCOCC2)cc1)CC(=O)Nc1ccc([N+](=O)[O-])cc1Br
i | i | CCc1ccc(-c2nc(CSCC(=O)N3CCN(c4ncccn4)CC3)c(C)o2)cc1
i | i | NC(=O)CCn1cnc2ccccc21
i | i | COC(=O)CN1C(=O)N/C(=C/c2ccc(C)o2)C1=O

# Next part
CHT block | KCNQ2 inh | SMILES
i | i | Cc1ccc(CSCC(=O)N(C)CC(=O)Nc2c(Cl)cccc2Cl)cc1
i | i | COc1cc(/C=C2/C(=N)N3C=CSC3=NC2=O)ccc1OCCCOc1ccccc1C
i | i | CCc1cccc(C)c1NC(=O)CSc1nnc(-c2ccco2)n1N
i | i | CCC1(CC)C(=O)C2=C3C1[C@H](C(=O)OC)C=C(C(=O)OC)C[C@H]3[C@H]1C(=O)NC(=O)[C@H]1[C@H]2C (stereo partly specified)
i | i | Cc1ccc(C(=O)CSc2nc(C)cc(SCc3nnc(-c4ccccc4)o3)n2)cc1
i | i | COc1ccc(NC(=O)CCNC(=O)c2ccco2)cc1OC
i | i | O=C(CNC(=O)c1ccccc1)NCC1COc2ccccc2O1 (stereo unspecified)
i | i | COc1ccc(N(C)S(=O)(=O)c2cccc(C(=O)NCC3CCCO3)c2)cc1 (stereo unspecified)
i | i | CC(CC(=O)O)CC(=O)Nc1cc([N+](=O)[O-])ccc1O (stereo unspecified)
i | i | N/C(=N\OC(=O)/C=C/c1ccccc1Cl)c1ccccn1
i | i | O=C(Nc1ccc(N2CCOCC2)nc1)c1ccc(C(F)(F)F)cc1
i | i | CCn1c(CNc2ccc(F)cc2)nnc1SCC(=O)Nc1ccc(OC)cc1OC
i | i | Cc1ccc(S(=O)(=O)c2cn(CC(=O)Nc3ccccc3)c3ccc(F)cc3c2=O)cc1
i | i | O=C(CSc1nnc(-c2cccnc2)n1Cc1ccco1)c1ccc(Cl)c(Cl)c1
i | i | O=C(N/N=C\c1ccccc1)c1ccccc1-n1cccc1
i | i | COc1ccc(-c2cc(=O)[nH]c(=S)[nH]2)cc1
i | i | Cc1nc2ccccc2n1C1CCN(CC(=O)NCc2ccc(F)cc2)CC1
i | i | CC1Cc2ccccc2N1C(=O)CN1CCc2ccccc2C1 (stereo unspecified)
i | i | COC1OC(COC(=O)c2ccccc2)C(OC(=O)c2ccccc2)C1OC(=O)c1ccccc1 (stereo unspecified)
i | i | OCCCNc1nnc(-c2ccccc2)c2ccccc12

# Whole records, looked up by structure. Order of screens: CHT block | KCNQ2 inh
# CCC1(CC)C(=O)C2=C3C1[C@H](C(=O)OC)C=C(C(=O)OC)C[C@H]3[C@H]1C(=O)NC(=O)[C@H]1[C@H]2C (stereo partly specified) is listed as i | i
# OCCCNc1nnc(-c2ccccc2)c2ccccc12 is listed as i | i
# CC(CC(=O)O)CC(=O)Nc1cc([N+](=O)[O-])ccc1O (stereo unspecified) is listed as i | i
# O=C(CNC(=O)c1ccccc1)NCC1COc2ccccc2O1 (stereo unspecified) is listed as i | i
# Cc1ccc(C(=O)CSc2nc(C)cc(SCc3nnc(-c4ccccc4)o3)n2)cc1 is listed as i | i

# The listing picks up, starting 5 compounds before the break.
CHT block | KCNQ2 inh | SMILES
i | i | COc1ccc(-c2cc(=O)[nH]c(=S)[nH]2)cc1
i | i | Cc1nc2ccccc2n1C1CCN(CC(=O)NCc2ccc(F)cc2)CC1
i | i | CC1Cc2ccccc2N1C(=O)CN1CCc2ccccc2C1 (stereo unspecified)
i | i | COC1OC(COC(=O)c2ccccc2)C(OC(=O)c2ccccc2)C1OC(=O)c1ccccc1 (stereo unspecified)
i | i | OCCCNc1nnc(-c2ccccc2)c2ccccc12
i | i | CCOC(=O)N1CCN(C(=O)C2CCN(S(=O)(=O)N3CCCC3)CC2)CC1
i | i | O=C(CSc1nc(-c2ccccc2)cc(C(F)(F)F)n1)NCc1ccco1
i | i | Cc1ccc2nc(SCC(=O)Nc3ccc(Br)cc3)nc(=O)n2c1
i | i | Cc1nc(C)c(CCNC(=O)c2ccccc2Br)s1
i | i | Cc1cc(NC(=O)CSc2nnc(-c3cccnc3)n2N)no1
i | i | Cc1cccc(N2CCN(C(=O)c3ccc(NS(=O)(=O)c4c(C)noc4C)cc3)CC2)c1C
i | i | COc1ccc(S(=O)(=O)N2CCC(O)(c3ccc(Cl)cc3)CC2)cc1OC
i | i | Cc1cc(-c2csc(NC(=O)c3ccccc3C(F)(F)F)n2)c(C)n1Cc1ccccc1
i | i | Cc1nn(CC(=O)NCCc2ccccc2)c(C)c1[N+](=O)[O-]
i | i | O=C(CSc1nnc(NC(=O)C2CC(=O)N(c3ccccc3)C2)s1)NC1CCCC1 (stereo unspecified)
i | i | CCN(CC)C(=S)NC(=O)c1ccc(OC)c(Br)c1
i | i | CN(Cc1ccccc1)C(=O)CCSc1nc(-c2ccc3c(c2)OCO3)cc(C(F)(F)F)n1
i | i | Cc1c(Cc2ccccc2)c(=O)oc2c(C)c(OCC(=O)Nc3ccc(C#N)cc3)ccc12
i | i | Cc1cc(C)c2nc(SCCc3ccccc3)nc(C)c2c1
i | i | CN(C)S(=O)(=O)c1cccc(NC(=O)CN(CCO)CC(=O)Nc2cccc(S(=O)(=O)N(C)C)c2)c1
i | i | CCOC(=O)CCc1c(C)c2c(C)nn(-c3ccccc3)c2[nH]c1=O
i | i | CC(C)(C)NC(=O)COC(=O)c1ccccc1Nc1ccc(SC(F)F)cc1
i | i | O=C(O)CCC(=O)NNC(=O)COc1ccc(Cl)cc1Cl
i | i | Cc1ccc(C(C2=C(O)CC(C)(C)CC2=O)C2C(=O)CC(C)(C)CC2=O)o1 (stereo unspecified)
i | i | O=C(Nc1ccc(Br)cc1F)c1cccnc1
i | i | Cc1ccc(N(C)S(=O)(=O)c2cc3c(cc2C)NC(=O)CO3)cc1
i | i | c1ccc(-n2nnnc2OCCOc2nnnn2-c2ccccc2)cc1
i | i | CCC(=O)N1CCc2cc(Br)cc(S(=O)(=O)N3CCC(C(=O)NC(C)C)CC3)c21
i | i | COc1ccc(OC)c(C2C(C(C)=O)=C(C)Nc3ncnn32)c1 (stereo unspecified)
i | i | CCn1c(SCC(=O)c2cc(OC)ccc2OC)nnc1C(C)C
i | i | COc1cc(CCC(=O)N2CCN(c3ccccc3)CC2)cc(OC)c1OC
i | i | CC(=O)Nc1ccc(NC2=Nc3ccccc3N3C2=Nc2c(c(C)nn2-c2ccccc2)C3c2ccccc2)cc1 (stereo unspecified)
i | i | CCOc1ccc(CCNC(=O)COC(=O)c2ccc(C)s2)cc1OCC
i | i | O=C(NC1CCN(c2ncccn2)CC1)c1cccc(F)c1
i | i | Cc1cc(O)c(C(=O)/C=C/c2c(F)c(F)c(F)c(F)c2F)c(=O)o1
i | i | COCCCNC(=S)N/N=C/c1ccc(OC)c(Br)c1
i | i | COc1ccc(NC(=O)c2cc(OC)c(OC)c(OC)c2Br)cc1OC
i | i | COCCCNc1nc2c(c(=O)n(Cc3cccc(Br)c3)c(=O)n2C)n1C
i | i | O=C(Nc1ccc(Cl)c(Cl)c1)N1CCSCC1
i | i | COc1ccccc1CNC(=O)COC(=O)c1ccccc1-c1ccccc1
i | i | COc1ccc(C(=O)O)cc1S(=O)(=O)NC(C)(C)C
i | i | O=C(Nc1ccsc1C(=O)O)c1ccc(Cl)cc1
i | i | Cc1cccc(N2CCN(c3ccc(N4C(=O)CCCC4=O)cc3[N+](=O)[O-])CC2C)c1 (stereo unspecified)
i | i | Cc1occc1C(=O)N/N=C/C=C/c1ccccc1[N+](=O)[O-]
i | i | CCOc1ccc(CCNC(=O)CS(=O)(=O)Cc2nc(-c3ccccc3F)oc2C)cc1
-9.6* | i | O=C(NNC(=S)NC(=O)C12CC3CC(CC(C3)C1)C2)c1ccncc1
i | i | CCOc1ccc(NC(=O)CNC(=O)c2nn(-c3ccc(OC)c(OC)c3)c(=O)c3ccccc23)cc1
i | i | CCN(C(=O)c1ccc(S(C)(=O)=O)cc1)C12CC3CC(CC(C3)C1)C2
i | i | Cc1nnc(SCC(=O)NCc2ccc3c(c2)OCO3)s1

# Fetched by structure from the entries so far, two records:
CHT block | KCNQ2 inh | SMILES
i | i | Cc1nnc(SCC(=O)NCc2ccc3c(c2)OCO3)s1
i | i | CCOc1ccc(NC(=O)CNC(=O)c2nn(-c3ccc(OC)c(OC)c3)c(=O)c3ccccc23)cc1
